Compound activity as filed in PubChem.
Apoferritin bind: binds horse apoferritin like a general anesthetic; Potency, µM (highest dose often 77.5 µM), for the others: at the highest dose activity change, negative = displacement, hits mostly inhibitors; apoferritin/1-aminoanthracene competitive binding, fluorescence; P02791; 0.074% of 350,000 active; also: potency is read from the fitted curve at half-maximal effect; % is scaled to controls: 0 for no effect and ±100 for the full control effect; nearly all actives have a fitted effect of over 20% in size
Target sequence (P02791 2-175 limits assumed): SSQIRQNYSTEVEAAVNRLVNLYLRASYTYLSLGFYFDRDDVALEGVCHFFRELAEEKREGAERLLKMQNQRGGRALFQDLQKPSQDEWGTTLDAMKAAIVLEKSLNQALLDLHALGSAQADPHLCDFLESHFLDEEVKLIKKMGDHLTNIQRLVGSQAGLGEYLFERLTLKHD
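Horse-spleen apoferritin (10 uM) was mixed with 50% saturated 1-aminoanthracene in PBS, exposed to compounds for 10 min at room temperature, and read for fluorescence (ex 380 nm, em 535 nm). Competitive displacement was fitted with a four-parameter Hill equation.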
APE1 inh: inhibitors of human APE1 endonuclease. P27695. 0.35% of 350,000 active. recombinant APE1, TAMRA/BHQ-2 abasic DNA cleavage fluorescence. Potency, µM (top dose mostly 65.8 µM), without a hit: at the top dose activity change, negative = inhibition, actives largely listed as inhibitors. AID 2517;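 also: potency is read from the fitted curve at half-maximal effect; plate controls were vehicle for no effect and reference inhibitor for full effect; nearly all actives have a fitted effect of over 55% in size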
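Incision of a quenched TAMRA/BHQ-2 THF abasic-site duplex (50 nM) by 0.75 nM APE1, after 15 min compound preincubation, measured as fluorescence increase over three 60 s reads. Values normalized to buffer, DMSO and NSC13755 control wells.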
Pol beta inh: DNA polymerase beta (human) inhibition; P06746; Pol beta primer extension/strand displacement, fluorescence kinetic; Potency, µM (doses to about 114 µM), for inactives: top-dose activity change, negative = inhibition, actives largely listed as inhibitors; 1.3% of 340,000 active; also: potency is read from the fitted curve at half-maximal effect; % is scaled to controls: 0 for no effect and ±100 for the full control effect
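Pol beta (10 nM) and compounds were preincubated 15 min at room temperature, then 50 nM substrate (final) started primer extension/strand displacement. Reads were taken at 0 and 10 min; concentration-response data were fitted to a four-parameter Hill equation.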
Pol iota inh: blocks human DNA polymerase iota activity. Potency, µM (highest dose often 115 µM), without a hit: at the highest dose activity, negative = inhibition, most hits filed as inhibitors. 1% of 390,000 active. Pol iota fluorescent replication assay, 10 min; also: potency is read from the fitted curve at half-maximal effect
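Fluorescent replication assay read twice, at 0 min and 10 min after adding 50 nM (final) substrate. Enzyme (10 nM) and compounds were first incubated 15 min at room temperature; enzyme-free buffer wells were negative controls.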
BLM helicase inh: inhibitors of human Bloom syndrome helicase BLM; 0.2% of 350,000 active; P54132; Potency, µM (doses to about 56.1 µM), for inactives: at the top dose activity change, negative = inhibition, hits mostly inhibitors; recombinant BLM DNA unwinding, fluorescence dequenching;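 also: potency is read from the fitted curve at half-maximal effect; plate controls were vehicle for no effect and no enzyme for full effect; nearly all actives have a fitted effect of over 35% in size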
POLH inh: inhibitors of human DNA polymerase eta. Q9Y253. recombinant Pol eta, fluorescent DNA replication assay. Potency, µM (titrated, usually from 114 µM), without a hit: at the top dose activity change, negative = inhibition, actives largely listed as inhibitors. 1.2% of 390,000 active; also: potency is read from the fitted curve at half-maximal effect; % is scaled to controls: 0 for no effect and ±100 for the full control effect
Target sequence (Q9Y253 whole entry, looked up): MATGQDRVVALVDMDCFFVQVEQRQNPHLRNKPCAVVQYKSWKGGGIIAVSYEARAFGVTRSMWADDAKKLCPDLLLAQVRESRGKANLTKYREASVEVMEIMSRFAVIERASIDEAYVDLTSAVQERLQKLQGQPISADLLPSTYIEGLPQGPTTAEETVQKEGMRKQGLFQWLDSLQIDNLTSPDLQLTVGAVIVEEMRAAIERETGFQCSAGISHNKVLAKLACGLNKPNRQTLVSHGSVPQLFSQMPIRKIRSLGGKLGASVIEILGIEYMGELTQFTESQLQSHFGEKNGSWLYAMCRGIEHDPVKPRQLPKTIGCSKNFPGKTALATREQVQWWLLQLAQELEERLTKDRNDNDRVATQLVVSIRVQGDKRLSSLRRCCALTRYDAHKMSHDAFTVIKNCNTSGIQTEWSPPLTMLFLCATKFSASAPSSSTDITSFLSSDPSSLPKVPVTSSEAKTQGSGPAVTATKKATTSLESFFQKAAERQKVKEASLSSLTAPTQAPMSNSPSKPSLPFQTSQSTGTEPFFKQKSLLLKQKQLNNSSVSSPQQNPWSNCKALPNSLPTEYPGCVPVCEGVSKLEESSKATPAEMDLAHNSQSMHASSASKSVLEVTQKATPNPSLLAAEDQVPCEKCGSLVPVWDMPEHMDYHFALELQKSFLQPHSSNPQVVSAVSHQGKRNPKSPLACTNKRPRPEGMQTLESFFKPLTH
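Pol eta at 10 nM preincubated with compounds 15 min at room temperature; reaction started with fluorescent substrate (50 nM final) and read kinetically at 0 and 10 min.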
Glioma ERSR ind: ER stress response induction in glioma | U87-MG GRP78 promoter luciferase reporter, 16 h | Potency, µM, without a hit: at the highest dose activation, usual class: activators | 0.02% of 420,000 active | AID 602332; also: potency is read from the fitted curve at half-maximal effect; series mostly up to about 76 µM; % of control where 0% means no effect; nearly all actives have a fitted effect of over 35% in size
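ERSR induction read as luciferase luminescence (Bright-Glo, 10 min at room temperature) in stably transfected human U87-MG glioma cells exposed to compounds for 16 h, using GRP78 as sensor.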
LDHA block: blocks human lactate dehydrogenase A | P00338 | 0.15% of 480,000 active | activity change, % (values are at about 110 or 230 µM) | purified LDHA, NADH/diaphorase-resazurin fluorescence; active compounds read low; in the data active = activity change below about -30%; inconclusive = mostly about -25% to -30%;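 also: plate controls were DMSO wells for no effect and wells without enzyme for full effect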
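LDH5 2 nM; NADH 0.06 mM, pyruvate 0.2 mM; 200 mM Tris pH 7.4, EDTA, Tween-20; 5 min RT. Detection: diaphorase 0.133 mg/mL + resazurin 37 µM, fluorescence ex540/em590 at 0 and 20 min; normalized to enzyme-free and DMSO wells.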
POLK inh: inhibitors of human DNA polymerase kappa. Q9UBT6. 0.53% of 400,000 active. purified Pol kappa, fluorescent DNA synthesis assay, 10 min. Potency, µM (series often up to 107 µM), for inactives: top-dose activity, negative = inhibition, usual class: inhibitors. AID 588579; also: potency is read from the fitted curve at half-maximal effect; % is scaled to controls: 0 for no effect and ±100 for the full control effect
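Kinetic fluorescence screen: compound preincubated 15 min RT with 10 nM enzyme; 50 nM substrate (final) initiates; reads at 0/10 min.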
Starred values were filed as active, the others as inactive; ? = inconclusive; . = not tested or not shown; & = joins results of further samples; [ ] = remark or other dose. Unless noted, calls follow the shape of the dose curve; as a rule, active = well fitted curve in the direction sought with a large enough effect; inconclusive = small, poorly fitted or top-dose-only effect, or another doubt; inactive = no such curve, though single readings can be large; an effect the other way counts as inactive or inconclusive. Not all compounds are listed, so the mix of outcomes need not match the whole.

mol	Apoferritin bind	APE1 inh	Pol beta inh	Pol iota inh	BLM helicase inh	POLH inh	Glioma ERSR ind	LDHA block	POLK inh
CC(C)Oc1ccc(/C(O)=C2/C(=O)C(=O)N(CCCn3ccnc3)C2c2cccnc2)cc1 (configuration not stated)	38%[activator]	0%	1%[57.1 µM]	-25%	2%	-11%	-4%	-2	-19%
COc1ccc(NC(=O)CN2C(=O)CSc3ccc(S(=O)(=O)N(C)C)cc32)cc1OC	-9%	.	-4%	-16%	-1%	7%	-3%	-6	-14%[60.1 µM]
Cc1ccc(C2=NN(C(=O)CCCC(=O)O)C(c3ccco3)C2)cc1 (configuration not stated)	-10%	-2%	89µM*	65%[activator]	-2%	-12%	-5%	-3	-1%
CN(C(=O)c1cccc(NC(=O)Cc2ccc(NC(=O)C3CCCN(C(=O)C4CCCC4)C3)cc2)c1)C1CCCC1 (configuration not stated)	.	.	.	-14%	.	-10%	0%	0	2%
c1ccc2c(c1)ncn2-c1ccc(-c2ccnc3ncnn23)cc1	-1%	8%	12%	-1%	7%	0%	8%	-7	-4%
NC(=N\N=Cc1ccco1)/C(N)=N/N=Cc1ccco1	.	.	.	?	.	45µM*	5%	1	-39%
COC(=O)[C@@]1(Cc2ccc(F)cc2)[C@H]2c3cc(C(=O)N(C)C)n(Cc4ccc(S(C)(=O)=O)cc4)c3C[C@H]2CN1C(=O)c1ccccc1	2%	0%	.	.	3%	.	.	2	.
Cc1cc(N2C(=O)CC(Cc3ccccc3)C2=O)no1 (configuration not stated)	-22%	-13%	-1%	7%	0%	-9%	-1%	-8	-6%
Cc1cc(=O)[nH]c(SCc2ccc(Cl)cc2Cl)n1	-16%	14%	7%	4%	-4%	-2%	-2%	0	7%
Cc1ccc(OCC(O)Cn2c(=N)n(CCN3CCCCC3)c3ccccc32)cc1 (configuration not stated)	-11%	5%	0%	-3%&0%	6%&-3%	2%	-11%	-13&-2	-3%&1%
CC1CC(=O)NN=C1c1ccc(N(C)C)c([N+](=O)[O-])c1 (configuration not stated)	-5%	2%	1%	10%	-1%	-5%	0%	5	-10%
COc1ccc(NC(=O)C(C)N(c2ccccc2)S(C)(=O)=O)cc1 (configuration not stated)	-1%	.	32%	-6%	-2%	4%	-2%	-6&-1	-6%
CC(NC(=O)C1CCCN(S(=O)(=O)c2ccc(-n3cnnn3)cc2)C1)c1ccc(F)cc1 (configuration not stated)	-7%	13%	1%	35%[activator]	-7%	-13%	-4%	-12	-22%
CCCCn1nc(-c2ccccc2)c2nc3ccccc3nc21	-10%	21%	34%	.	-2%	.	.	.	.
CC(C)C(C(=O)NC1CCCC1)N(CC1CCCO1)C(=O)CNS(=O)(=O)c1ccc(F)cc1 (configuration not stated)	-10%	27%	4%	84%[activator]	-3%	-12%	-3%	-8	0%
O=C(c1cccc(F)c1)N1CCC2(CCCN(C(c3ccccc3)c3ccccc3)C2)CC1	.	6%	.	.	-4%	.	?	.	-6%[60.1 µM]
C/C(=N\NC(=S)Nc1c(C)cccc1C)c1cc2ccccc2o1	-9%	0%	-1%	-30%	-1%	-6%	-2%	2	5%
COc1cc(OC)cc(-c2sc3ccc(OC)cc3c2-c2ccc(OCCN3CCOCC3)cc2)c1	.	-8%	.	-4%	.	-10%	-1%	-6	-7%
COc1cc2ccccc2cc1C(=O)NCCCN1CCOCC1	.	18%	.	25%	.	-17%	1%	-1	12%
COc1ccc(NC(=O)CCN2C(=O)c3ccccc3C2=O)c(OC)c1	3%	6%	91%	61%[activator]	-3%	-8%	-3%	-5	-12%
CC(C)C(NS(=O)(=O)c1cccc(C(F)(F)F)c1)C(=O)NCc1cccs1 (configuration not stated)	.	-1%	.	20%	.	-22%	-3%	-9	-11%
COc1cccc(C2C3=C(CC(C)(C)CC3=O)Nc3cc4c(cc32)OCO4)c1 (configuration not stated)	164%[activator]	1%	9%	28%	-7%	-12%	-1%	2	-9%
Cc1ccc(S(=O)(=O)N2CCOCC2)cc1-c1n[nH]c(=S)n1-c1ccccc1	.	13%	.	2%	.	-8%	-6%	-5	-5%
S=c1[nH]nc(-c2ccccc2)n1/N=C/c1cccs1	-8%	-3%	-18%	6%	-2%	-7%	-2%	-3	-8%
CN1C(=O)C2(OCC(C)([N+](=O)[O-])CO2)c2ccccc21 (configuration not stated)	-7%	18%	20%	8%	0%	-3%	-8%	-2	-5%
O=C(COC(=O)c1cc(-c2ccncc2)nc2ccccc12)Nc1ccc2c(c1)OCO2	-14%	-4%	-2%	.	0%	.	.	.	.
CC(C)(C)OC(=O)C[C@@H]1C/C=C\C[C@@H](CC(=O)N[C@H](CO)Cc2ccccc2)C(=O)NCCOC1=O	.	4%	.	10%	.	0%	0%	-5	5%
COc1ccc(-c2ccc(CCC(=O)O)n2CC2CCCO2)cc1 (configuration not stated)	-10%	9%	0%	-12%	1%	-14%	-2%	-2	-3%
Nc1ccc2nc(-c3ccc(-c4nc5ccc(N)cc5[nH]4)cc3)[nH]c2c1	105%[activator]	-41%	-15%	?	-20%	-19%	1%	-10	50µM*
CCOC(=O)c1c(NC(=O)/C=C/c2ccc(OC)c(OC)c2)sc(C(C)=O)c1C	-18%	.	20%	-17%	-2%	-9%	-2%	-9	-5%

mol	Apoferritin bind	APE1 inh	Pol beta inh	Pol iota inh	BLM helicase inh	POLH inh	Glioma ERSR ind	LDHA block	POLK inh
Cc1cc(NC(=O)CSc2ccc(-c3ccccc3)nn2)no1	-21%	7%	-2%	15%	-2%	10%	-4%	2	-14%
N#Cc1ccccc1S(=O)(=O)N1CCNS(=O)(=O)c2ccccc21	.	-8%	.	14%	.	-8%	-5%	-3	1%
COc1ccc(-c2nnc3sc(-c4ccc(Br)o4)nn23)cc1OC	-8%	-2%	6%	.	1%	.	.	.	.
Nc1c(C(=O)c2ccc(Br)s2)oc2ccccc12	-5%	-1%	15%	45%[activator]	-9%	-2%	-4%	-9	-20%
CCOC(=O)c1c(NC(=O)COC(=O)c2ccc(O)cc2)sc(C(=O)NC)c1C	.	.	.	19%	.	-11%	7%	-1	-13%
Cc1cc(C)c(C#N)c(SCC(=O)N2CCCCC2)n1	2%	4%	-1%	75%[activator]	-3%	1%	-3%	-12	-5%
O=C(COC(=O)CCc1nc2ccccc2c(=O)[nH]1)NC1CCS(=O)(=O)C1 (configuration not stated)	-6%	4%	32%	?	-2%	-11%	0%	-1	-1%
C1CCC[C@H]2CCCN3CC[C@H](CCCCCC[C@@H]4CCCN5CC[C@H](CC1)OC45)OC23	-1%	-1%	.	.	.	.	-3%	.	5%[19.4 µM]
CCC(=O)N1CCN(c2ccc(NC(=O)c3ccc4ccccc4c3)cc2)CC1	2%	-8%	14%	12%	-1%	-13%	1%	-1&2	4%
CC(=O)Nc1ccc(NC(=O)c2ccc(OCc3c(C)noc3C)cc2)cc1	.	0%	.	0%	.	1%	-2%	-11	-3%
CCOc1cc(/C=N/NC(=O)c2ccc(CN3CCOCC3)cc2)ccc1OCc1ccccc1	-13%	0%	1%	13%	-2%	-3%	-3%	-1	-9%
CCn1c(CNC(=O)c2ccccc2OC)nnc1SCC(=O)c1ccc(F)cc1	1%	13%	0%	120%[activator]	-3%	-13%	-1%	-6	1%
Cc1cccc(C)c1OCc1cc(C(=O)N2CCN(C3CCCC3)CC2)no1	-23%	7%	2%	27%	-8%	-25%	0%	4	-9%
CC1(C)Cc2c(sc(NC(=O)c3ccc4c(c3)OCCO4)c2C(N)=O)C(C)(C)N1	-11%	-10%	-1%	60%[activator]	41%[activator]	-11%	1%	2	4%
N#C/C(=C\c1ccc[nH]1)C(=O)c1ccccc1	-18%	0%	-12%	22%	-6%	-17%	8%	-4	11%
COc1ccc(CNC(=O)CC2C[C@H](C(=O)N3CCOCC3)[C@@]3(C)c4[nH]c5ccccc5c4CCN3C2=O)cc1OC (some centres not stated)	.	-3%	.	0%	.	-7%	-1%	0	-2%
O=C(c1cccc(F)c1)N1CCC2(CCCN(c3ncccn3)C2)CC1	.	0%	.	.	3%	.	-5%	.	-7%[60.1 µM]
COCCCN1C(=O)C(=O)/C(=C(/O)c2ccc(OC)cc2)C1c1cccc(OC)c1 (configuration not stated)	-10%	-2%	7%	4%	-1%	-3%	-2%	2	-10%
CCn1c(COc2cccc(C)c2)nnc1SCC(=O)CC(=O)Nc1ccccc1OC	68%[activator]	-2%	4%	?	-10%	0%	2%	1	?
COCCn1c(C)cc(C(=O)COC(=O)c2cncc(Br)c2)c1C	-6%	-3%	-21%	12%	3%	0%	2%	-2	-4%
COc1cccc(C(C(=O)NC(C)(C)C)N(C(=O)CCC(=O)Nc2cc(C)on2)C2CC2)c1OC (configuration not stated)	-9%	1%	5%	11%	-2%	1%	1%	-5	4%
CCc1nnc(NC(=O)[C@@H](NC(=O)c2cc(OC)cc(OC)c2)C(C)C)s1	-17%	-2%	7%	6%	-4%	-5%	-2%	-1	-6%
Cc1onc(NC(=O)c2ccc([N+](=O)[O-])o2)c1Br	-1%	-4%	1%	10%	-2%	-1%	?	-1	-14%
NC(N)=NC(N)=NCCc1ccccc1	-1%	8%	1%	0%	-3%	-14%	-2%&-5%&-2%	-2	24%
CCOC(=O)c1c(C)[nH]c2c1cc(O)c1ccccc12	-23%	-16%	-2%	61%[activator]	-9%	-10%	9%	25	-9%
CC(C)(C)OC(=O)N[C@H](C(=O)OC(C)(C)C)c1ccc2ccccc2c1	.	-15%	.	-4%	.	-5%	-4%	4	-14%
